Screening results: PubChem BioAssay, several laboratories
AID2073: disruptors of CaV2.2 binding to Mint1 – biochemical, HTRF (AID 2073); one-dose inhibition, % at 20 µM; IC50 in µM for titrated hits; actives 0.19% (n = 290,000); HTRF protein-protein interaction, Mint1-CaV2.2; higher % means a stronger effect; in the data active = inhibition mostly above about 51%, no sharp cut-off; inconclusive = no clear call, values can overlap the other calls; inactive = mostly below about 53%; note: some results filed as inactive read as strong as hits
NS5 inhibitors: flavivirus cap methylation enzyme inhibition – biochemical, confirmation dose response, primary screen (AID 588689); Dengue-2 NS5 methyltransferase capping enzyme assay, biochemical; higher % means a stronger effect; one-dose inhibition, % at 25 µM; IC50 in µM for titrated hits; actives 0.3% (n = 340,000); in the data active = a potency from the dose series; inconclusive = inhibition above about 29% without an active follow-up result
RSV CPE inhibition: RSV antiviral activity via CPE protection, HEp-2 cells, primary 10 µM value included (AID 2391); CPE inhibition, % at 10 µM, or IC50 in µM where a hit was titrated; HEp-2 cells, RSV-induced CPE inhibition; higher % means a stronger effect; actives 0.13% (n = 310,000); in the data active = a potency from the dose series; inconclusive = CPE inhibition mostly from about 23% at the one dose, without a potency; inactive = the rest, 99 in 100 with CPE inhibition below about 21%; note: strong numbers were not always called active
Siah-1 displacement: Siah-1 peptide-binding antagonists, primary screen, biochemical, fluorescence polarization, rhodamine-plectin, uHTS (AID 1817) | Siah-1 / rhodamine-plectin peptide fluorescence polarization; higher % means a stronger effect | displacement, % at 20 µM; hits with a dose series show IC50 in µM | actives 0.02% (n = 290,000);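 active = displacement of at least 50% at 20 µM, with a fluorescence ratio check between 0.3 and a set limit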;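 note: plate controls were Siah plus tracer with DMSO for no effect and tracer alone without Siah for full effect; strong numbers were not always called active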
XIAP antagonists: small molecules displacing peptide from XIAP – biochemical, IAP family, fluorescence polarization (AID 1018); actives 0.007% (n = 200,000); displacement, % at 20 µM; hits with a dose series show IC50 in µM; XIAP BIR domain, fluorescence polarization peptide displacement; higher % means a stronger effect; in the data active = displacement above about 50%; note: a part of the inactive calls stands beside numbers as strong as those of hits
HIV peptide binding: cell-free HIV fusion peptide-binding blockers – biochemical, uHTS, fluorescence dequenching, primary screen (AID 1986); cell-free peptide binding, fluorescence dequenching, 30 min; higher % means a stronger effect; inhibition, % at 20 µM; hits with a dose series show IC50 in µM; actives 0.3% (n = 290,000); in the data active = inhibition mostly above about 52%, no sharp cut-off; inactive = mostly below about 76%; note: some results filed as inactive read as strong as hits
LYP inhibition: PTPN22 lymphoid phosphatase activity blockers – biochemical, fluorescence intensity, uHTS (AID 1779); one-dose inhibition, % at 11.5 µM; IC50 in µM for titrated hits; recombinant LYP phosphatase, fluorescence intensity; higher % means a stronger effect; actives 0.054% (n = 290,000); in the data active = inhibition above about 50%;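 note: plate controls were vehicle with enzyme for no effect and no enzyme for full effect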
MgcRacGAP inhibition: MgcRacGAP GTPase-activating activity inhibitors, confirmation, biochemical, ADP Hunter fluorescence. inhibition, % at 30 µM; hits with a dose series show IC50 in µM. actives 0.6% (n = 340,000). MgcRacGAP-stimulated Rac1 GTP hydrolysis, ADP Hunter fluorescence; higher % means a stronger effect; GST-tagged Rac1 F28L mutant substrate;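 active = first-screen hits whose inhibition reached a set limit at any dose in the follow-up dose series; inconclusive = inhibition above the set first-screen limit but never retested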;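 note: fluorescence reports GDP produced by GAP-driven GTP hydrolysis; strong numbers were not always called active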
SV40 large T antigen: SV40 large T antigen inhibitors, biochemical (AID 1903); SV40 large T antigen ATPase/helicase inhibition assay; higher % means a stronger effect; inhibition, % at 20 µM; hits with a dose series show IC50 in µM; actives 0.39% (n = 310,000); in the data active = a potency from the dose series; inconclusive = inhibition mostly from about 32% at the one dose, without a potency; inactive = the rest, 99 in 100 with inhibition below about 32%; note: strong numbers were not always called active
NS5 inhibitors pilot replicate: recorded beside NS5 inhibitors, whose call it bears; inhibition, %; measured here: pilot screen replicate inhibition
* = called active by the depositor; i = inactive; ? = inconclusive; / = not tested or not shown.

SMILES	AID2073	NS5 inhibitors	RSV CPE inhibition	Siah-1 displacement	XIAP antagonists	HIV peptide binding	LYP inhibition	MgcRacGAP inhibition	SV40 large T antigen	others
CC(C)(C)OC(=O)NCCCCCNC(=O)c1[nH]cnc1C(=O)N[C@@H](CCCCNC(=O)OC(C)(C)C)C(=O)OC(C)(C)C	-4%	-7%	6.4%	-1%	1.5%	0.9%	8%	3%	17%
O=C1CSC(c2ccc(Cl)cc2)N1 (configuration not stated)	-7%	-7%	1.2%	2%	-3.6%	24%	3%	9%	-2%
Cc1ccc(OC(=O)c2cccnc2)cc1	-3%	-1%	-0.4%	-9%	-0.7%	0.2%	-6%	0%	21%
N#C/C(=C/c1ccc(N2CCOCC2)o1)c1ccc(Br)cc1	40%	-60%	-3.1%	0%	3.0%	39%	-5%	27%	13%
Cc1ccc(CCNC(=O)C2CCCN(S(=O)(=O)c3c(C)noc3C)C2)cc1 (configuration not stated)	13%	2%	0.9%	2%	-2.4%	-2.7%	9%	7%	7%
COCCNC(=O)CCCCCNS(=O)(=O)c1ccc(C)cc1	-4%	-5%	-0.1%	3%	-2.5%	0.7%	-1%	6%	6%	NS5 inhibitors pilot replicate=5.2
COc1cccc(C(=O)Nc2ccc(S(=O)(=O)N3CCN(C)CC3)cc2)c1	-3%	-2%	1.4%	5%	/	-0.8%	-4%	4%	8%
C/C(=N\N=C(N)N)c1ccc(Cl)cc1Cl	3%	-5%	1.0%	0%	-4.0%	-0.4%	-8%	6%	4%
Nc1ncc(S(=O)(=O)c2ccc(Cl)cc2)c(N)n1	10%	-3%	0.5%	-5%	/	1.5%	-4%	7%	0%
Cc1ccc(S(=O)(=O)Nc2ccc(Cl)cc2)cc1NC(=O)c1cc2c(s1)CCCC2	14%	-8%	3.4%	-1%	-63%	1.4%	8%	4%	5%
NC(=O)COc1ccc(/C=N/NC(=O)C2CCCN2S(=O)(=O)c2ccc(Cl)cc2)cc1 (configuration not stated)	0%	-10%	0.8%	-2%	-5.7%	-0.3%	-2%	11%	0%
O=C(NCc1ccccc1)c1csc2c1CCCCC2	-10%	0%	1.3%	-3%	-8.7%	0.0%	-5%	8%	18%
Cn1c2ccccc2c2cnn(CC(=O)O)c(=O)c21	0%	4%	-0.9%	2%	2.8%	12%	-7%	9%	13%
CC(=O)C[C@H]1c2ccccc2S(=O)(=O)N1c1ccccc1	/	-1%	0.0%	/	/	/	/	2%	7%
CCOc1ccccc1NC(=O)COn1nnc2ccccc21	-4%	0%	0.8%	-1%	-4.7%	-0.2%	-1%	11%	9%
COc1ccc(-c2cc(C(=O)O)[nH]n2)cc1OC	-10%	-1%	0.8%	0%	-5.7%	0.2%	-13%	4%	-7%
O=C(Nc1nc(=O)c2ccccc2s1)c1ccccc1	15%	-6%	1.0%	3%	-1.5%	4.7%	-9%	18%	17%
COc1ccccc1N1CCN(S(=O)(=O)c2cc(C(F)(F)F)cc(C(F)(F)F)c2)CC1	2%	3%	0.7%	1%	/	-1.2%	-1%	7%	5%
CC(OC(=O)c1ccc(Cl)nc1)C(=O)Nc1ccc(S(=O)(=O)N2CCCC2)cc1 (configuration not stated)	/	-4%	0.3%	/	/	/	/	5%	14%
C(=C\c1ccccc1)/CSc1nnc(-c2ccncc2)n1Cc1ccco1	14%	-1%	3.4%	1%	-4.1%	1.0%	-4%	16%	12%
CC(C)(C)OC(=O)N/N=C/c1cccn1-c1ccc([N+](=O)[O-])cc1	-1%	-9%	1.6%	-2%	/	-0.5%	8%	9%	14%
CCOCCc1nnc(NC(=O)c2ccc(OC)c(OC)c2)s1	-1%	-1%	-0.2%	1%	3.7%	0.1%	2%	7%	4%
CSc1nc2nccc(/C=C\c3ccccc3)n2n1	31%	-23%	-0.4%	1%	-6.0%	3.0%	3%	0%	6%
COc1ccc(CCN2C(=S)N(c3ccc(Cl)cc3)C(=O)C2CC(N)=O)cc1OC (configuration not stated)	-11%	2%	/	-4%	/	5.2%	-1%	17%	13%
CCN(CC)S(=O)(=O)c1ccc(NC(=O)c2cc(-c3cccs3)nc3ccccc23)cc1	21%	-6%	3.9%	2%	-4.3%	0.2%	-2%	9%	10%
Fc1ccc(CNC(=S)Nc2cccc(Cl)c2)cc1	-6%	-4%	5.1%	-6%	0.2%	-0.5%	-6%	3%	7%
CC(C)(C)OC(=O)NCCCCCc1nnc(SCC(=O)Nc2cccc(Cl)c2)o1	7%	0%	3.0%	-7%	-3.6%	-1.5%	-8%	6%	14%
Cc1ccc(S(=O)(=O)N2[C@@H](c3ccccc3)C(C(=O)O)=CC[C@H]2c2cccs2)cc1	/	8%	0.5%	/	/	/	/	8%	3%
CCCCC1=CC2=CC(=O)C(C)(OC(=O)CC)C(=O)C2=CN1Cc1ccc2c(c1)OCO2 (configuration not stated)	7%	?	3.5%	2%	/	10%	-2%	9%	8%
COCc1nnc(NC(=O)C(C)C)s1	5%	-3%	-0.1%	0%	-3.5%	-0.3%	-8%	13%	-5%

Ordered by molecular weight (low to high): part of the list above.
SMILES	AID2073	NS5 inhibitors	RSV CPE inhibition	Siah-1 displacement	XIAP antagonists	HIV peptide binding	LYP inhibition	MgcRacGAP inhibition	SV40 large T antigen	others
COc1ccc(-c2cc(C(=O)O)[nH]n2)cc1OC	-10%	-1%	0.8%	0%	-5.7%	0.2%	-13%	4%	-7%
O=C(NCc1ccccc1)c1csc2c1CCCCC2	-10%	0%	1.3%	-3%	-8.7%	0.0%	-5%	8%	18%
CCOc1ccccc1NC(=O)COn1nnc2ccccc21	-4%	0%	0.8%	-1%	-4.7%	-0.2%	-1%	11%	9%
CC(C)(C)OC(=O)N/N=C/c1cccn1-c1ccc([N+](=O)[O-])cc1	-1%	-9%	1.6%	-2%	/	-0.5%	8%	9%	14%
CCOCCc1nnc(NC(=O)c2ccc(OC)c(OC)c2)s1	-1%	-1%	-0.2%	1%	3.7%	0.1%	2%	7%	4%
Cc1ccc(CCNC(=O)C2CCCN(S(=O)(=O)c3c(C)noc3C)C2)cc1 (configuration not stated)	13%	2%	0.9%	2%	-2.4%	-2.7%	9%	7%	7%
CCCCC1=CC2=CC(=O)C(C)(OC(=O)CC)C(=O)C2=CN1Cc1ccc2c(c1)OCO2 (configuration not stated)	7%	?	3.5%	2%	/	10%	-2%	9%	8%
CC(OC(=O)c1ccc(Cl)nc1)C(=O)Nc1ccc(S(=O)(=O)N2CCCC2)cc1 (configuration not stated)	/	-4%	0.3%	/	/	/	/	5%	14%
Cc1ccc(S(=O)(=O)N2[C@@H](c3ccccc3)C(C(=O)O)=CC[C@H]2c2cccs2)cc1	/	8%	0.5%	/	/	/	/	8%	3%
CCN(CC)S(=O)(=O)c1ccc(NC(=O)c2cc(-c3cccs3)nc3ccccc23)cc1	21%	-6%	3.9%	2%	-4.3%	0.2%	-2%	9%	10%
COc1ccccc1N1CCN(S(=O)(=O)c2cc(C(F)(F)F)cc(C(F)(F)F)c2)CC1	2%	3%	0.7%	1%	/	-1.2%	-1%	7%	5%

New compounds follow:
SMILES	AID2073	NS5 inhibitors	RSV CPE inhibition	Siah-1 displacement	XIAP antagonists	HIV peptide binding	LYP inhibition	MgcRacGAP inhibition	SV40 large T antigen	others
Cc1ccc(C(C)NC(=O)c2cc3ccccc3oc2=O)cc1C (configuration not stated)	0%	-5%	16%	-5%	/	0.9%	-11%	6%	5%
COc1ccc(C2CC(c3cccs3)=NN2C(=O)CSc2nc3ccccc3s2)cc1 (configuration not stated)	11%	-1%	?	10%	-6.4%	1.0%	4%	8%	15%
Cc1cc(C(=O)N2CC(C)CC(C)C2)n(-c2ccccc2)n1 (configuration not stated)	25%	-3%	2.1%	0%	-0.7%	-2.3%	-4%	2%	-2%
CCOC(=O)C1=C(C)NC(=O)NC1/C=C/c1ccccc1 (configuration not stated)	10%	1%	-0.7%	0%	-2.7%	-1.3%	-6%	17%	0%
COc1ccc(C(=O)N/C(=C\c2ccccc2)C(=O)Nc2ccc(C(=O)NCC(=O)O)cc2)cc1	3%	-7%	0.3%	0%	/	-1.2%	-7%	3%	3%
CC[C@@H]1[C@H]2CCCC(=O)N3CC[C@@H](C[C@@H]1OC(=O)NCc1ccccc1)[C@@H]23	4%	-1%	1.0%	2%	/	1.2%	-10%	7%	11%
NS(=O)(=O)c1ccc(NC(=O)c2cccc(N3C(=O)c4ccccc4C3=O)c2)cc1	23%	-11%	-0.1%	i	/	-5.9%	-7%	9%	8%
CNC[C@H](CC1CCCCC1)NC[C@H](CO)NCC1(c2ccccc2)CC1	-6%	-1%	-3.5%	0%	/	1.0%	-10%	9%	11%
COc1ccc(S(=O)(=O)N2CCC(C(=O)N3CCCCCC3)CC2)cc1	-10%	-3%	0.0%	-6%	-2.1%	-0.6%	-5%	5%	10%
COc1ccc2[nH]cc(C(=O)CN3CC(C)CC(C)C3)c2c1 (configuration not stated)	-1%	1%	0.4%	8%	/	-0.1%	-8%	1%	6%
CCCOc1cccc(-c2cc(-c3n[nH]c(=S)n3CC)c3ccccc3n2)c1	-11%	-15%	6.8%	-4%	5.2%	5.7%	12%	0%	4%
Cc1ccc(CNC(=O)C2CCN(C(=O)c3cccc(Cl)c3)CC2)cc1	2%	1%	3.9%	-2%	/	1.1%	-12%	3%	24%
COc1cc(NC(=O)C2CC(c3ccc(Cl)cc3)=NO2)cc(OC)c1OC (configuration not stated)	11%	-13%	1.1%	0%	/	-0.6%	-8%	2%	8%
CCOC(=O)C1CCN(C(=O)CSc2c3c(nc4ccccc24)CCC3)CC1	4%	-1%	-1.8%	2%	-0.4%	-0.3%	-7%	-4%	-4%
O=C1CCc2cc(S(=O)(=O)NCc3ccccc3)cc3c2N1CC3	/	-4%	-1.6%	/	/	/	/	3%	11%
COc1c(Cl)cc(Cl)cc1/C=N/n1cnnc1	-2%	-1%	4.2%	-2%	-5.3%	0.6%	-10%	8%	9%
O=C(O)c1ccc(Nc2nc(-c3ccc([N+](=O)[O-])cc3)nc3ccccc23)cc1	4%	-1%	?	-11%	/	51%	-1%	7%	4%
CCCNC(=O)c1ccccc1NC(=O)CSCc1ccc(OC)cc1	8%	2%	-1.0%	-6%	-2.2%	1.3%	-10%	-1%	0%
Cc1ccc(Cc2c[nH]c(=S)s2)cc1	28%	-11%	1.1%	-3%	-4.8%	0.7%	-6%	-5%	23%
COc1cccc2cc(C(C)N(CCCN3CCOCC3)C(=S)Nc3cccc(C)c3C)oc12 (configuration not stated)	-19%	-10%	-1.9%	0%	3.4%	0.2%	-8%	7%	17%
Cc1cc(Br)c(S(=O)(=O)NCc2cccnc2)cc1C	10%	-7%	4.4%	-4%	/	-0.1%	-1%	3%	6%

Looked up one by one from above (2):
SMILES	AID2073	NS5 inhibitors	RSV CPE inhibition	Siah-1 displacement	XIAP antagonists	HIV peptide binding	LYP inhibition	MgcRacGAP inhibition	SV40 large T antigen	others
O=C1CCc2cc(S(=O)(=O)NCc3ccccc3)cc3c2N1CC3	/	-4%	-1.6%	/	/	/	/	3%	11%
CCCNC(=O)c1ccccc1NC(=O)CSCc1ccc(OC)cc1	8%	2%	-1.0%	-6%	-2.2%	1.3%	-10%	-1%	0%
